TDP1 block = TDP1 (human) enzyme inhibition. Q9NUW8. recombinant TDP1, AlphaScreen DNA substrate cleavage. Potency, µM (titrated, usually from 130 µM), for the others: at the highest dose activity change, negative = inhibition, hits mostly inhibitors. actives 0.28% (n = 350,000); also: nearly all actives have a fitted effect of over 40% in size
Target sequence (Q9NUW8 whole entry, looked up): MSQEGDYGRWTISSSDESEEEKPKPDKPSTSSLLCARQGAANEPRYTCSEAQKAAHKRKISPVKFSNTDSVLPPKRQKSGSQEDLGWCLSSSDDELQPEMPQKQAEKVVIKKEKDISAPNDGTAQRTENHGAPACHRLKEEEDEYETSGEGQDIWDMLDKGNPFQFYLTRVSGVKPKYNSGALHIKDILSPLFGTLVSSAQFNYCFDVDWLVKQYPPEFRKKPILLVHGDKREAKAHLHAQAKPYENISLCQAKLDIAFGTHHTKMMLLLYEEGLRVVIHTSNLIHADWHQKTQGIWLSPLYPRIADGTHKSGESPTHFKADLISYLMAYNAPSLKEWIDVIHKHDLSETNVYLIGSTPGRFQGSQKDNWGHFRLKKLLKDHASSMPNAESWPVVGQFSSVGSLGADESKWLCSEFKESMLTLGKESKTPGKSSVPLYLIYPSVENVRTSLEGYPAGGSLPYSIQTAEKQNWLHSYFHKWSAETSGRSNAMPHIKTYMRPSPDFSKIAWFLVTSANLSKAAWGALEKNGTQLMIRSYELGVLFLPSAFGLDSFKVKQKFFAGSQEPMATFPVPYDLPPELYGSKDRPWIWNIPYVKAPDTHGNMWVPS
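Steps: enzyme plus compound, 15 min RT; add biotin/phosphotyrosine-FITC oligonucleotide (15 nM final), react 5 min; add donor/acceptor beads (10 ug/ml final), 10 min; read AlphaScreen. Tdp1 at 1 nM final.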
TDP1 cell CPT = growth inhibition of DT40 Tdp1-/-;hTDP1 cells with camptothecin (screen for TDP1 inhibitors) | Potency, µM (top dose mostly 46.2 µM), without a hit: at the highest dose activity change, negative = growth inhibition, hits mostly inhibitors | chicken DT40 Tdp1-/-;hTDP1 cells + 20 nM CPT, ATP luminescence, 48 h | actives 12% (n = 420,000) | AID 686979; also: nearly all actives have a fitted effect of over 55% in size
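Chicken DT40 Tdp1-/- cells stably complemented with human TDP1 were seeded at 400 cells/well in medium containing 20 nM camptothecin, exposed to pin-transferred compounds, and grown at 37 °C for at least 48 hr. Viability was read as ATP luminescence.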
TDP1 cell noCPT = qHTS for Inhibitors of human tyrosyl-DNA phosphodiesterase 1 (TDP1): qHTS in cells in absence of CPT; AID 686978, 2013; Potency, µM (top dose mostly 46.2 µM), for inactives: top-dose activity change, negative = growth inhibition, hits mostly inhibitors; DT40 Tdp1-/- hTDP1 cells, no CPT, ATP luminescence, 48 h; actives 15% (n = 420,000); also: nearly all actives have a fitted effect of over 55% in size
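DT40 Tdp1-/-;hTDP1 cells, no CPT (DMSO vehicle only), 400 cells/well; compounds pin-transferred; ≥48 hr, 37 °C; CellTiter-Glo 30 min RT dark, luminescence read.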
An asterisk follows results filed as active; ? = inconclusive; · = not tested or not shown; & = joins results of further samples; [ ] = another dose, or the depositor's remark. Calls follow the shape of the dose curve; as a rule, active = well fitted curve in the direction sought with a large enough effect; inconclusive = small, poorly fitted or top-dose-only effect, or another doubt; inactive = no such curve, though single readings can be large; an effect the other way counts as inactive or inconclusive. % is scaled to controls: 0 for no effect and ±100 for the full control effect; potency is read from the fitted curve at half-maximal effect.

SMILES	TDP1 block	TDP1 cell CPT	TDP1 cell noCPT
CC(=O)c1cnc2nc(SCc3ccc(C)cc3)nn2c1C	·	?	?
CN(CCc1ccccc1)C(C(=O)Nc1ccc2c(c1)OCCO2)C1CC1 (centres undefined)	·	?	-19.2%
COc1ccccc1CC(=O)NC1CC1	3.7%	0.6%	-4.8%
Cc1sc2ncn(CC(=O)NCCCC(=O)N3CCN(c4ccccn4)CC3)c(=O)c2c1C	2.9%	-3.7%	-20.4%
COCC1CCCCN1Cc1cn(-c2ccccc2)nc1-c1ccc2c(c1)OCO2 (centres undefined)	2.6%	12.3%	?
CCOC(=O)c1c(NC(C)=O)sc2c(OC)c(Br)ccc12	-4.5%	-19.7%	-21.9%
COC(=O)c1sccc1S(=O)(=O)N(CC(=O)NCc1ccc(F)cc1)c1ccc(Cl)cc1	3.2%	?	?
CN(C1CCCCC1)S(=O)(=O)c1ccc(S(=O)(=O)N2CCN(CCC#N)CC2)cc1	-2.6%	-13.9%	-12.9%
Cc1cccc(C(=O)OCC(=O)N2c3ccccc3CC2C)c1C (centres undefined)	·	-19.7%	?
O=C(c1ccc2c(c1)N(Cc1cccc(Cl)c1)C(=O)c1ccccc1S2=O)N1CCC(Cc2ccccc2)CC1 (centres undefined)	5.7%	3.26µM*	4.61µM*
CCc1ccc(S(=O)(=O)N/N=C(/C)c2ccncc2)cc1	4.6%	-27.9%	-1.0%
Cc1cccn2c(=O)nc(SCC(=O)N3CCC(Cc4ccccc4)CC3)nc12	·	?	?

Single records (already shown):
`CN(C1CCCCC1)S(=O)(=O)c1ccc(S(=O)(=O)N2CCN(CCC#N)CC2)cc1` in the list: TDP1 block: -2.6%; TDP1 cell CPT: -13.9%; TDP1 cell noCPT: -12.9%
`CCOC(=O)c1c(NC(C)=O)sc2c(OC)c(Br)ccc12` in the list: TDP1 block: -4.5%; TDP1 cell CPT: -19.7%; TDP1 cell noCPT: -21.9%

(more compounds)
SMILES	TDP1 block	TDP1 cell CPT	TDP1 cell noCPT
Cc1ccc(F)cc1C(=O)N1CCCC(c2cc(C(=O)Nc3ccccc3Cl)no2)C1 (centres undefined)	·	?	20.6µM*
COc1ccc(Cl)cc1NC(=O)CN1C(=O)C(=O)N(C2CCCC2)C1=O	·	2.8%	-1.3%
COc1ccc(C(C(=O)NC2CCCC2)N(C(=O)c2ccoc2C)c2ccc(C)cc2)cc1 (centres undefined)	5.6%	18.4µM*	16.4µM*
Cc1ccc(S(=O)(=O)NNC(=O)Nc2ccc(Cl)cc2)cc1	2.6%	-14.9%	-29.3%
Cc1ccc2nc(-c3cccnc3)c(Nc3ccc(C(C)C)cc3)n2c1	0.0%	-24.9%	-5.4%
COc1ccc(OCC(=O)Nc2ccc3c(c2)nc(CN2CCN(C(C)=O)CC2)n3C)cc1	·	-5.5%	-4.7%
CC(C)(C)c1ccc(C(CC(=O)O)NC(=O)CCCc2ccccc2)cc1 (centres undefined)	-5.4%	3.0%	1.6%
CS(=O)(=O)N(CC(=O)Nc1ccccc1C(=O)N1CCOCC1)c1cccc(F)c1	2.4%	7.0%	4.8%
COc1ccc(NC(=O)C2(C)Cc3c(-c4ccc(C(N)=O)cc4)ccnc3O2)cn1 (centres undefined)	·	?	?
CC1CC(C)CN(C(=O)CSc2n[nH]c(N)n2)C1 (centres undefined)	-0.4%	16.7%	-8.8%
COc1cc(C2NC(=O)NC(C)=C2C(=O)Nc2cc(C)cc(C)c2)ccc1O (centres undefined)	·	-3.7%	?
O=C(O)C1=C(OCc2ccccc2)C(=O)NCC1	0.0%	-4.0%	-10.7%
Cc1ccc(C(=O)CSc2ccccn2)cc1	3.2%	-3.5%	-18.6%
O=c1oc(-c2ccc(Cl)c(Cl)c2)nn1-c1ccc(C(F)(F)F)cn1	-5.9%	-5.0%	-20.3%
CC1=NN(c2ccccc2)C(c2ccco2)C1 (centres undefined)	·	-3.8%	-4.7%
C[C@H]1COC(=O)[C@H](Cc2ccc(F)cc2)CC/C=C/C[C@@H](CC(=O)N[C@@H](CO)Cc2ccccc2)C(=O)N1	1.2%	11.6µM*	16.4µM*
Cc1ccccc1OCC(=O)OCc1cc(=O)n2ccsc2n1	4.5%	-22.0%	?
O=C1NC[C@H](Cc2ccc(O)cc2)N(CCc2cccc3ccccc23)C1=O	0.0%	?	-28.5%
O=C(CN(CC1CCCO1)C(=O)CNS(=O)(=O)c1ccc(Cl)cc1)NCCc1ccccc1 (centres undefined)	1.0%	-18.5%	-9.1%
CSC1=NCCN1C(=O)Cc1ccc(-c2ccccc2)cc1	1.2%	?	?
Cc1occc1C(=O)NC1CCCN(Cc2ccc(CC(C)C)cc2)C1 (centres undefined)	6.7%[56.1 µM]	?	20.6µM*
CCCC(C(=O)NCc1ccco1)N(C(=O)CNS(=O)(=O)c1ccc(Cl)cc1)C1CCCC1 (centres undefined)	-1.1%	-26.7%	-28.9%
N#Cc1ccc(C23CC4(C2)[C@H](CN(Cc2ccc(-c5ccccc5)cc2)[C@@H]4c2ccccc2)C3c2ccc(Cl)nc2)cc1 (some centres undefined)	0.9%&5.9%	?	?
Cc1ccc(S(=O)(=O)NCCC(=O)Nc2ccc(C)cc2C(=O)c2ccccc2)cc1	7.9%	?	20.6µM*
O=C(OCCc1ccccn1)c1cccc([N+](=O)[O-])c1	·	0.5%	-4.0%
COC(=O)[C@H](CCSC)NC(=O)N1CCN(c2cccc(C(F)(F)F)c2)CC1	2.0%	-30.4%	-12.5%
NC(=S)Cc1ccccc1Cl	-2.9%	19.5%	-21.3%
CCCCOc1ccc(C(=O)OCC(=O)N2CCCCCC2)cc1	-4.6%	?	?
CCC(OC(=O)C(CC(C)C)NC(=O)c1ccccc1)C(=O)Nc1nnc(C)s1 (centres undefined)	1.3%	?	5.8µM*
Cc1ccc(NC(=O)NCc2c(C)nn(C)c2C)cc1Cl	0.0%	-4.2%	?
CCCCCn1c(C(C)NC(=O)CCC)nc2ccccc21 (centres undefined)	3.1%	11.6µM*	18.4µM*
O=C(Cc1ccc(Br)cc1)Nc1ccc(S(=O)(=O)NCC2CCCO2)cc1 (centres undefined)	-5.5%	11.6µM*	18.4µM*
O=C(CN1CCOCC1)N/N=C/c1ccc(-c2cccc(Cl)c2Cl)o1	4.7%	8.2%	-20.0%
CC(=O)c1ccc(OCc2cc(C(=O)NC(C)Cc3ccccn3)no2)cc1 (centres undefined)	8.2%	-26.5%	-20.2%
Cc1cccc(N2CCN(C(c3ccccc3)c3nnc(-c4ccccc4Cl)o3)CC2)c1C (centres undefined)	-2.1%[12.3 µM]	20.6µM*	?
CC1(C)N=C(SCC(=O)Nc2ccc(Cl)cc2)C(c2ccccc2)=N1	-5.3%	?	?
CCOC(=O)Cc1csc(Nc2c(C)n(C)n(-c3ccccc3)c2=O)n1	1.1%	-9.5%	-12.8%
Cc1ccc(C)c(Nc2ncnc3onc(C)c23)c1	2.1%	?	?
COc1ccc(NC(=O)C2CC(=O)N(Cc3ccc(C)cc3)C2)cc1S(=O)(=O)N1CCCCC1 (centres undefined)	1.9%	?	?
CN(CC(=O)Nc1ccccc1Cl)C(=O)c1cccc(-n2cccc2)c1	·	-18.0%	?
CCN1C(=O)/C(=C\N(C(C)=O)c2ccccc2)OC1=S	-2.5%	?	?
CCCC1NC(=O)c2cc3ccccc3cc2-n2c1nc1ccc(F)cc1c2=O (centres undefined)	·	?	20.6µM*
O=C1C2=C(S[C@@H]3O[C@H](CO)[C@@H](O)[C@H](O)[C@H]3O2)C(=O)c2ccccc21	-1.2%	0.651µM*	0.651µM*
CCOc1n[nH]c(-c2ccccc2)n1	·	-5.8%	15.3%
COC(=O)N1N=C(c2ccccc2)CC1(O)C(F)(F)F (centres undefined)	-2.0%	-5.5%	4.2%
COc1cc(OC)cc(C(=O)NNC(=O)c2ccc3c(c2)OCCO3)c1	-0.6%	3.6%	-2.6%
CCOc1ccc(OCC(=O)N2CCN(S(=O)(=O)c3ccccc3)CC2)cc1	·	-26.0%	-19.7%
O=C1/C(=C/c2ccc(N3CCCC3)cc2)NC(=S)N1C1CC1	6.6%	16.4µM*	16.4µM*
O=C(Cn1ccn(-c2ccc(F)cc2)c(=O)c1=O)Nc1ccccc1C(F)(F)F	-3.9%	17.7%	6.8%
CN1CCN(C2Cc3ccc(F)cc3Sc3cc(F)c(Cl)cc32)CC1 (centres undefined)	·	18.4µM*	10.3µM*
O=[N+]([O-])c1ccc(OS(=O)(=O)Cc2ccccc2)cc1	2.7%	4.4%	-10.7%
Cc1c(N=C/C=C/c2ccccc2)c(=O)n(-c2ccccc2)n1C	3.0%	2.4%	-1.2%
CSc1c(CC(=O)Nc2ccccc2)n(Cc2ccccc2)c2ccccc12	-0.6%	?	?
Cc1ccc(-c2cc(C(=O)N/N=C/c3c[nH]c4ccccc34)n[nH]2)o1	8.2%	?	?
O=C(CCC(=O)N1CCCCC1)Nc1nnc(C2CCCCC2)s1	0.9%	3.1%	-1.6%
Cc1cccc(CSc2ncnc3ccccc23)c1	-2.4%	-24.6%	?
C=CCC1(CC=C)CCCN1C(=O)Cn1nnnc1CN(C)C(C)C	·	-0.6%	20.1%
Cc1oc2cc3oc(=O)c(CCC(=O)N(C)CC(=O)O)c(C)c3cc2c1C	·	14.1%	1.2%
COC(=O)c1ccc(-c2ccc(Cl)cc2)nc1C	-2.6%	0.4%	?
CCOc1ccc(S(=O)(=O)N2CCN(c3ccccc3OC)CC2)c2cccnc12	8.8%	?	23.1µM*

Continued:
SMILES	TDP1 block	TDP1 cell CPT	TDP1 cell noCPT
CC(=O)C1=C(c2ccc(Cl)c(Cl)c2)N(C(C)=O)n2c(nnc2C2CCCCC2)S1	-5.2%	?	-26.5%
CCCCN(CCCC)C(=O)CSc1nnc2n(C)c(=O)c3c4c(sc3n12)CCCC4	-5.9%[56.1 µM]	?	23.1µM*
C1CCc2c(nc3nnnn3c2NC2CCCC2)C1	5.8%	-28.1%	?
COc1cc(C(=O)Oc2ccc3c(c2)OCC3=O)cc(OC)c1OC	-1.5%	-12.3%	-20.4%
COC(=O)c1ccccc1Oc1ccc(NC(=O)C(C)(C)CCl)cc1	-1.3%	-5.6%	?
CCn1c(SCC(=O)NCc2ccco2)nnc1-c1cccc(N(C)C)c1	·	-31.0%	?
O=C(Cc1ccsc1)Nc1ccc2c(c1)OCO2	-0.1%	-3.8%	-22.1%
COc1ccccc1C(=O)NNC(=O)c1ccc(NS(=O)(=O)c2cccs2)cc1	4.6%	6.2%	-2.6%
O=[N+]([O-])c1ccccc1SNc1ccccc1	·	-27.7%	-28.4%
CN(C)C(=S)Nc1cccc(-c2n[nH]c(=S)o2)c1	-5.0%	6.9%	-1.1%
CCC(C)N(CCNC(=O)CC1Oc2ccc(C)cc2NC1=O)C1CCCCC1 (centres undefined)	-2.9%	?	-23.8%
Cc1ccc2c(CN3CCN(Cc4ccccc4)CC3)cc(=O)oc2c1	·	-25.1%	-16.7%
CCOc1ccc(CCNc2ncnc3onc(-c4ccc(Cl)cc4)c23)cc1OCC	1.3%	?	?
Cc1noc(C)c1COc1ccccc1C(=O)NCCOc1ccccc1	-1.6%	-15.8%	?
O=C(Nc1ccccc1)C(c1ccccc1)c1ccccc1	·	-2.5%	-27.3%
CCOC(=O)/C=C/C(=O)N1CCc2ccccc21	3.1%	-23.8%	?
COCCn1nnnc1C(c1ccc(OC)c(OC)c1)N1CCc2ccccc21 (centres undefined)	0.0%	3.4%	-11.5%

Copied from above, 13 compounds:
SMILES	TDP1 block	TDP1 cell CPT	TDP1 cell noCPT
CCCCN(CCCC)C(=O)CSc1nnc2n(C)c(=O)c3c4c(sc3n12)CCCC4	-5.9%[56.1 µM]	?	23.1µM*
C1CCc2c(nc3nnnn3c2NC2CCCC2)C1	5.8%	-28.1%	?
COc1cc(C(=O)Oc2ccc3c(c2)OCC3=O)cc(OC)c1OC	-1.5%	-12.3%	-20.4%
COC(=O)c1ccccc1Oc1ccc(NC(=O)C(C)(C)CCl)cc1	-1.3%	-5.6%	?
CCn1c(SCC(=O)NCc2ccco2)nnc1-c1cccc(N(C)C)c1	·	-31.0%	?
O=C(Cc1ccsc1)Nc1ccc2c(c1)OCO2	-0.1%	-3.8%	-22.1%
COc1ccccc1C(=O)NNC(=O)c1ccc(NS(=O)(=O)c2cccs2)cc1	4.6%	6.2%	-2.6%
O=[N+]([O-])c1ccccc1SNc1ccccc1	·	-27.7%	-28.4%
CN(C)C(=S)Nc1cccc(-c2n[nH]c(=S)o2)c1	-5.0%	6.9%	-1.1%
CCC(C)N(CCNC(=O)CC1Oc2ccc(C)cc2NC1=O)C1CCCCC1 (centres undefined)	-2.9%	?	-23.8%
Cc1ccc2c(CN3CCN(Cc4ccccc4)CC3)cc(=O)oc2c1	·	-25.1%	-16.7%
CCOc1ccc(CCNc2ncnc3onc(-c4ccc(Cl)cc4)c23)cc1OCC	1.3%	?	?
Cc1noc(C)c1COc1ccccc1C(=O)NCCOc1ccccc1	-1.6%	-15.8%	?
